JMJD2A Tudor = qHTS Assay for Inhibitors of JMJD2A-Tudor Domain | Lysine-specific demethylase 4A (Homo sapiens), O75164 | AlphaScreen JMJD2A-Tudor / H3K4me3 peptide binding | Potency, µM (highest dose often 114 µM), inactives show top-dose activity change, negative = inhibition, actives largely listed as inhibitors | 390,000 compounds, 4.4% hits | AID 504339, 2011; note: % is set by controls: 0 for no effect and ±100 for the full control effect; nearly all actives have a fitted effect of over 50% in size
BAZ2B inh = qHTS Assay for Inhibitors of BAZ2B. AlphaScreen BAZ2B-H3K14Ac peptide displacement. Bromodomain adjacent to zinc finger domain protein 2B (Homo sapiens), Q9UIF8. 360,000 compounds, 4.4% hits. Potency, µM (highest dose often 114 µM), without a hit: top-dose activity change, negative = inhibition, actives largely listed as inhibitors; note: % is set by controls: 0 for no effect and ±100 for the full control effect; nearly all actives have a fitted effect of over 60% in size
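AlphaScreen luminescence quantifies BAZ2B engagement of H3K14Ac peptide; the protein and biotinylated peptide are both at 50 nM final, buffer PBS pH 7.4 with 0.01% Tween-20, all steps at room temperature.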
Pin1 inhibitor = qHTS Assay to Find Inhibitors of Pin1. Peptidyl-prolyl cis-trans isomerase NIMA-interacting 1 (Homo sapiens), Q13526. Pin1 FP peptide displacement, HiFluor488, 10 min. Potency, µM (series often up to 115 µM), inactives show top-dose activity, negative = inhibition, usual class: inhibitors. 390,000 compounds, 0.009% hits. AID 504891, 2011; active = well fitted inhibition curve with a large enough effect in the polarisation, with a control signal flat, not every such curve was filed as active; inconclusive = small, poorly fitted or top-dose-only effect, or effect the other way, or a change in a side signal; inactive = no such curve, though single readings can be large or run the other way; the % refers to the polarisation; note: % is set by controls: 0 for no effect and ±100 for the full control effect
Target sequence (Q13526 whole entry, looked up): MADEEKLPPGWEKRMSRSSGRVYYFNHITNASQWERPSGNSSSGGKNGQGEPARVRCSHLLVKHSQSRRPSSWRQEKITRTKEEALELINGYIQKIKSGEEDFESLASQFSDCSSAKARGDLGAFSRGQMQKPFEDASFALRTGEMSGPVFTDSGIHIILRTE
G9a block = qHTS Assay for Inhibitors of Histone Lysine Methyltransferase G9a; AID 504332, 2011; G9a H3K9 monomethylation, AlphaScreen, 2 h; 350,000 compounds, 8.8% hits; Potency, µM (doses to about 102 µM), for the others: at the highest dose activity, negative = inhibition, most hits filed as inhibitors; note: % is set by controls: 0 for no effect and ±100 for the full control effect; nearly all actives have a fitted effect of over 75% in size
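AlphaScreen detection with an anti-monomethyl H3K9 antibody quantified product after a 2 h room-temperature reaction containing 500 nM biotinylated H3K9 peptide, 20 µM SAM and 20 nM enzyme, which had been preincubated 15 min with compound.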
POLI inh = qHTS for Inhibitors of Polymerase Iota; DNA polymerase iota (Homo sapiens), Q9UNA4; Pol iota fluorescent replication assay, 10 min; Potency, µM (series often up to 115 µM), for the others: at the top dose activity, negative = inhibition, actives largely listed as inhibitors; 390,000 compounds, 1% hits
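Pol iota at 10 nM preincubated 15 min with compounds at room temperature; reaction started with fluorescent substrate, 50 nM final. Fluorescence read kinetically at 0 and 10 min; buffer-only wells as negative control.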
GLS inhibitor = qHTS for Inhibitors of Glutaminase (GLS) | AID 624170, 2012 | GLS enzymatic activity, qHTS titration | Potency, µM (highest dose often 45.5 µM), inactives show at the top dose activity change, negative = inhibition, most hits filed as inhibitors | 410,000 compounds, 0.21% hits; note: % is set by controls: 0 for no effect and ±100 for the full control effect
Target sequence (O94925 whole entry, looked up): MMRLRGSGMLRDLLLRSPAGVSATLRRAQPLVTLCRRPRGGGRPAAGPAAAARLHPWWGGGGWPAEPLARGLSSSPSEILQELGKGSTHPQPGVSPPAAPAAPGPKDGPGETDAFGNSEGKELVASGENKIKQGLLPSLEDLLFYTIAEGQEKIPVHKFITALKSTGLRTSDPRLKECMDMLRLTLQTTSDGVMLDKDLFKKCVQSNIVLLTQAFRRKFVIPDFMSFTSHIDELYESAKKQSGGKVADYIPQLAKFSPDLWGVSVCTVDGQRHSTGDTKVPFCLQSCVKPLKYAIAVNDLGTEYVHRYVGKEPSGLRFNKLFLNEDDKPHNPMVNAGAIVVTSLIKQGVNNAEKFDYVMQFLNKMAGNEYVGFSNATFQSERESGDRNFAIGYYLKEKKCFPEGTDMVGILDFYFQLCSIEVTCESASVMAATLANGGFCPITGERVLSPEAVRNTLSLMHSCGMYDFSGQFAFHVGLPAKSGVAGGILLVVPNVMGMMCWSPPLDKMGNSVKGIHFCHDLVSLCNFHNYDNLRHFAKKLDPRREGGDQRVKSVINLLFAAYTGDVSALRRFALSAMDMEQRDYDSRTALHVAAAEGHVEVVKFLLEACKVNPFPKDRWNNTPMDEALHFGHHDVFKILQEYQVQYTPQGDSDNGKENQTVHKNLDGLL
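Read-out is an Amplex red fluorescence increase coupled through glutamate oxidase and HRP, measured before and after 30 min room-temperature incubation. hKGA is in 45 mM KH2PO4 (pH 8.2) with 0.02% Tween-20; glutamine added as 1mM solution.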
HP1b chromo inh = HTS for Inhibitors of HP1-beta Chromodomain Interactions with Methylated Histone Tails; AlphaScreen HP1-beta / biotin-H3K9me3 peptide binding; AID 540317, 2011; Potency, µM (series often up to 114 µM), for the others: at the highest dose activity change, negative = inhibition, usual class: inhibitors; 390,000 compounds, 0.56% hits; Chromobox protein homolog 1 (Homo sapiens), P83916; note: nearly all actives have a fitted effect of over 70% in size; inactives centre near 23
Target sequence (P83916 whole entry, looked up): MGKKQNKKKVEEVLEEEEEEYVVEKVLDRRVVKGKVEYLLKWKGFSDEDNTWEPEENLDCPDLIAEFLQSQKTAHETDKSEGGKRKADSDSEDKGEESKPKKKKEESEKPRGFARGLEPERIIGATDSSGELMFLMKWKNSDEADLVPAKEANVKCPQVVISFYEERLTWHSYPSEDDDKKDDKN
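AlphaScreen: HP1-beta (50 nM) preformed 30 min with biotin-H3(1-18)K9me3 peptide (50 nM) in PBS pH 7.4, 0.01% Tween-20. Compound added for 30 min at RT, then streptavidin donor/nickel chelate acceptor beads (10 ug/mL) for 30 min.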
PGK inhibitor = qHTS Assay to Find Inhibitors of Phosphoglycerate Kinase | Phosphoglycerate kinase, glycosomal (Trypanosoma brucei brucei), P07378 | PGK/GAPDH coupled, Kinase-Glo luminescence, 60 min | Potency, µM (top dose mostly 57.5 µM), for the others: at the top dose activity change, negative = inhibition, actives largely listed as inhibitors | 380,000 compounds, 0.043% hits | AID 602233, 2012; note: % is set by controls: 0 for no effect and ±100 for the full control effect; nearly all actives have a fitted effect of over 60% in size
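Recombinant glycosomal PGK reaction used 1,3-bisphosphoglycerate generated in-well by GAPDH (100nM final) in 100mM TEA pH 7.6, 5mM MgCl2, 0.01% Tween-20. After 60 minutes at room temperature, ATP was read by Kinase-Glo Plus luminescence end-point.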
BLM helicase inh = qHTS Assay for Inhibitors of Bloom's syndrome helicase (BLM); RecQ-like DNA helicase BLM (Homo sapiens), P54132; 350,000 compounds, 0.2% hits; Potency, µM (series often up to 56.1 µM), for the others: at the highest dose activity change, negative = inhibition, most hits filed as inhibitors; recombinant BLM DNA unwinding, fluorescence dequenching; AID 2528, 2010;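 note: plate controls were vehicle for no effect and no enzyme for full effect; nearly all actives have a fitted effect of over 35% in size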
* marks the source's active call; other numbers are inactive results; i = inactive; u = inconclusive; x = no result given; & = joins results of further samples; ! = not confirmed by another sample; [ ] = dose if it differs, or a comment. Unless noted, calls come from the whole dose curve; as a rule, active = well fitted curve in the direction sought with a large enough effect; inconclusive = small, poorly fitted or top-dose-only effect, or another doubt; inactive = no such curve, though single readings can be large; an effect the other way counts as inactive or inconclusive. Potency is the fitted concentration of half-maximal effect. Only part of the results is shown, so the mix of outcomes need not match the whole.

Screens by letter – A = JMJD2A Tudor; B = BAZ2B inh; C = Pin1 inhibitor; D = G9a block; E = POLI inh; F = GLS inhibitor; G = HP1b chromo inh; H = PGK inhibitor; I = BLM helicase inh
CCOC(=O)c1sc(NC(=O)Nc2ccccc2F)nc1C
  A: -12%; B: -18%; C: -14%; D: 4%; E: 39%[activator]; F: 0%; G: 38%; H: -7%; I: -3%
COc1ccccc1NC(=O)Cn1c(C)cc(=O)c2cccc(OC)c21
  A: -19%; B: 3%; C: 12%; D: 21%[12.7 µM]; E: 156%[activator]; F: 10%; G: 4%; H: 0%; I: -4%
COc1ccc(CCNC(=O)C(=O)NCCOc2ccccc2)cc1OC
  A: -11%; B: -1%; C: -1%; D: -8%[59 µM]; E: 4%; F: 6%; G: 25%; H: -5%; I: -2%
CC(C)CCNC(=O)CN(C(=O)CCC(=O)Nc1ccccn1)c1ccc2c(c1)OCCO2
  A: -2%; B: 1%; C: u; D: -1%[59 µM]; E: 12%; F: 6%; G: 27%; H: 4%; I: 3%
CC1CCc2ccccc2N1C(=N)N(C)C (stereo unspecified)
  A: -15%; B: -1%; C: 0%; D: 7%[59 µM]; E: 121%[activator]; F: -5%; G: 37%; H: -5%; I: -11%
CCOc1ccc2ccccc2c1C1NC(=S)N(C)C(C)=C1C(=O)OC (stereo unspecified)
  A: -25%; B: 11%; C: -2%; D: 0%; E: 181%[activator]; F: 3%; G: 16%; H: -11%; I: 1%
CCN(CC)C1=CC2=CC(=C(C#N)C#N)CCC2CC1 (stereo unspecified)
  A: -15%; B: -18%; C: u; D: -26%[59 µM]; E: u; F: u; G: 16%; H: i; I: -29%
CC(=O)C1(O)CCC2C3CCC4CC(=O)CCC4(C)C3C(=O)CC21C (stereo unspecified)
  A: -3%; B: x; C: 0%; D: x; E: -7%; F: 5%; G: 34%; H: 3%; I: x
O=C(Cc1cccs1)Nc1ccc(NC(=O)c2ccco2)cc1
  A: -18%; B: -2%; C: -1%; D: 6%[59 µM]; E: 16%; F: 1%; G: 13%; H: 9%; I: 5%
O=C(NCc1cccnc1)c1cc2ccccc2oc1=O
  A: -9%; B: -2%; C: -8%; D: 50µM*; E: -12%[58.9 µM]; F: -4%; G: -9%; H: -5%; I: 3%
Cc1nc2nc(NC(=O)C(C)(C)C)[nH]n2c(=O)c1Cc1ccccc1
  A: -4%; B: -4%; C: -6%; D: -34%[59 µM]; E: 5%; F: -4%; G: 36%; H: -4%; I: 3%
COc1ccc(Cl)cc1-n1c(C)cc(C(=O)OCC(=O)N2CC(=O)Nc3ccccc32)c1C
  A: u; B: u; C: 8%; D: u; E: -5%; F: 3%; G: u; H: 1%; I: -8%
COc1cc(Cl)c(C)cc1NC(=O)CSc1nnc(-c2ccccn2)n1Cc1ccco1
  A: -22%; B: x; C: 13%; D: -7%[59 µM]; E: -14%; F: 3%; G: 41%; H: -1%; I: -10%
Clc1cccc(Cl)c1C1=NOC(c2nnc(-c3ccccc3)o2)C1 (stereo unspecified)
  A: 11%; B: 15%; C: -4%; D: u; E: -1%; F: -6%; G: 46%[activator]; H: 0%; I: 0%
COCCOC(=O)C1=C(C)NC(SCC(=O)NC(C)(C)C)=C(C#N)C1c1ccco1 (stereo unspecified)
  A: 89µM*; B: -4%; C: 6%; D: -9%[59 µM]; E: -4%; F: -7%; G: 27%; H: i; I: -3%
CCn1c2ccccc2c2cc(NC(=O)c3cccc([N+](=O)[O-])c3)ccc21
  A: -26%; B: 22%; C: -1%; D: 6%[59 µM]; E: 10%; F: -3%; G: -4%; H: -5%; I: -9%
O=C(Nc1nnc(S(=O)(=O)N2CCCCCC2)s1)c1ccccc1
  A: 28µM*!; B: 8.9µM*!; C: u; D: 16µM*!; E: u; F: 7%&-2%; G: 49%[activator]; H: -1%&-10%; I: 0%&-6%
COc1ccc([C@H]2CC(=O)C=C(/C=C/c3ccccc3)C2)cc1
  A: -19%; B: -10%; C: 0%; D: -12%[2.33 µM]; E: 16%; F: -1%; G: 37%; H: 9%; I: x
Cc1ccc(C(=O)N/C(=C\c2ccccc2F)c2nc(=S)[nH][nH]2)cc1
  A: u; B: u; C: -4%; D: 4%; E: -15%; F: -3%; G: 29%; H: -9%; I: -4%
O=C(O)CCCCCN1C(=O)/C(=C/c2cn(-c3ccccc3)nc2-c2cccs2)SC1=S
  A: 32µM*; B: x; C: u; D: x; E: u; F: 3%; G: u; H: u; I: x
CCOC(=O)c1c(N)c(C#N)c2n1CCCCC2
  A: -27%; B: -31%; C: u; D: 4%[59 µM]; E: 11%; F: 24%; G: 43%[activator]; H: -4%; I: -2%
COc1ccc(C2C(=O)N(C3CCCCC3)CC(=O)N2CCc2ccc(OC)c(OC)c2)cc1 (stereo unspecified)
  A: -21%; B: -3%; C: -8%; D: -5%[59 µM]; E: 29%; F: 5%; G: 4%; H: -10%; I: 2%
Cc1ccc(S(=O)(=O)N/N=C/c2ccc(OC3CSC3)cc2)cc1
  A: -6%; B: 7%[57.1 µM]; C: -2%; D: -16%; E: 2%; F: 8%; G: 24%; H: -5%; I: -5%
CCOc1ccc(C(CC(=O)O)n2cnnn2)cc1OC (stereo unspecified)
  A: -10%; B: x; C: -2%; D: u; E: 24%; F: 8%; G: 29%; H: i; I: 2%
O=C(CC(NC(=O)c1ccccc1Cl)c1ccccc1)NCCc1ccc(Cl)cc1 (stereo unspecified)
  A: -4%; B: -20%; C: 16%; D: 8%[59 µM]; E: 7%; F: -6%; G: 19%; H: -4%; I: 3%

Following part:
SMILES | JMJD2A Tudor | BAZ2B inh | Pin1 inhibitor | G9a block | POLI inh | GLS inhibitor | HP1b chromo inh | PGK inhibitor | BLM helicase inh
COc1ccc(-c2c(C)n([O-])c(C)c(C)[n+]2=O)cc1OC | 9% | 7% | -5% | 1%[59 µM] | 8%[58.9 µM] | 4% | 10% | -2% | -2%
O=S(=O)(Nc1ccc2ccccc2n1)c1ccccc1 | -5% | -3% | 1% | 10%[12.7 µM] | 11% | -2% | 100%[activator] | 3% | -2%
CC(NC(=O)c1ccc(OC2CCN(Cc3ccccn3)CC2)cc1)c1nccs1 (stereo unspecified) | -21% | u | -14% | 31% | 14% | 1% | 28% | -7% | -1%
Cc1ccc(OC2CCN(C(=O)C3CCC(=O)N(C4CC4)C3)CC2)cc1 (stereo unspecified) | -17% | -9% | 0% | x | 27% | 12% | 9% | -9% | -1%
CC(C)(C)C(=O)NC(Nc1cccc2cccnc12)C(Cl)(Cl)Cl (stereo unspecified) | -20% | -29% | 4% | x | 15% | 5% | 33% | 7% | 0%
Cc1cccc(CCNC(=O)c2cc3c(=O)n(C)c4ccccc4c3n2C)c1 | 0% | -9% | 4% | 7%[59 µM] | 27% | 3% | 27% | 0% | -1%
CCOC(=O)C1C(=O)NC(N2CCN(c3ccccc3)CC2)=NC1c1ccccc1 (stereo unspecified) | -15% | 7% | 0% | -4%[59 µM] | -2% | 23% | 25% | -11% | -1%
O=C(c1cccc(S(=O)(=O)NCc2ccccc2)c1)N1CCCC(C(F)(F)F)C1 (stereo unspecified) | -12% | 1% | -2% | -4% | 45%[activator] | -14% | 22% | i | x
C=CCOc1ccc(/C=N/NC(=O)C2CCCC2)cc1OCC | -7% | -1% | 2% | 47% | 25% | -3% | 19% | -3% | -5%
CCCCC(=Nc1ccc(N)cc1)C1=C(O)C(C(=O)OC)C(C)(C)CC1=O (stereo unspecified) | u | 56µM* | -21% | 1µM* | u | 40%[activator] | -15% | -8% | -11%
Cc1cc2nccc(-c3ccc(Cl)cc3Cl)n2n1 | 3% | 13% | 1% | 55%[activator] | u | 14% | 54%[activator] | x | -4%
Cn1cc(-c2ccno2)c(C(=O)O)n1 | -6% | -37% | 1% | u | 100%[activator] | 6% | 12% | -2% | 0%
CCN(CC)C(=O)Cn1c(=O)n(Cc2ccc(C(=O)NCc3ccccc3Cl)cc2)c(=O)c2ccccc21 | -4% | -4% | -12% | -36%[59 µM] | 1% | 6% | 27% | 0% | 4%
CCCc1nc(SCC(=O)Nc2ccc(S(=O)(=O)N(C)C)cc2)c2ccccc2n1 | -16% | 2% | -1% | -17%[59 µM] | 12% | 0% | 8% | 10% | -13%
CCn1c(-c2cc3ccccc3cc2O)n[nH]c1=S | u | -34% | u | u | -10% | u | 11% | -7% | -6%
NC(=S)NN=C1c2cc(Cl)ccc2-c2c1cc(Cl)cc2[N+](=O)[O-] | u | x | 2% | x | 19% | 11% | -28% | -8% | x
O=C(COC(=O)c1ccc(F)cc1F)c1ccc[nH]1 | -10% | -6% | -1% | -9% | 9% | 4% | 20% | 12% | x

Single records, from the list above. Order of screens: JMJD2A Tudor | BAZ2B inh | Pin1 inhibitor | G9a block | POLI inh | GLS inhibitor | HP1b chromo inh | PGK inhibitor | BLM helicase inh
C=CCOc1ccc(/C=N/NC(=O)C2CCCC2)cc1OCC is listed with -7% | -1% | 2% | 47% | 25% | -3% | 19% | -3% | -5%
CCOC(=O)C1C(=O)NC(N2CCN(c3ccccc3)CC2)=NC1c1ccccc1 (stereo unspecified) is listed with -15% | 7% | 0% | -4%[59 µM] | -2% | 23% | 25% | -11% | -1%
Cn1cc(-c2ccno2)c(C(=O)O)n1 is listed with -6% | -37% | 1% | u | 100%[activator] | 6% | 12% | -2% | 0%
NC(=S)NN=C1c2cc(Cl)ccc2-c2c1cc(Cl)cc2[N+](=O)[O-] is listed with u | x | 2% | x | 19% | 11% | -28% | -8% | x
CCN(CC)C(=O)Cn1c(=O)n(Cc2ccc(C(=O)NCc3ccccc3Cl)cc2)c(=O)c2ccccc21 is listed with -4% | -4% | -12% | -36%[59 µM] | 1% | 6% | 27% | 0% | 4%
